Screening results from PubChem.
p97 inhibitor: inhibitors of human p97 ATPase, primary screen, biochemical. Transitional endoplasmic reticulum ATPase (Homo sapiens), P55072. recombinant p97 ATPase, Kinase-Glo ATP luminescence, 3 h. inhibition, % at 8 µM. hit rate 0.42% among 220,000. AID 1481, 2009; in the data active = inhibition above about 15%;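 also: 0% = DMSO vehicle and 100% = wells lacking enzyme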
S1P4 agonist: S1P4 receptor agonists, primary screen, cell-based; hit rate 0.35% among 220,000; AID 1509, 2009; S1P4-expressing cell line, agonist reporter assay; Sphingosine 1-phosphate receptor 4 (Homo sapiens), O95977; activation, % at 4.98 µM; in the data active = activation above about 11%;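 also: 0% = DMSO vehicle and 100% = reference agonist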
Target sequence (O95977 whole entry, looked up): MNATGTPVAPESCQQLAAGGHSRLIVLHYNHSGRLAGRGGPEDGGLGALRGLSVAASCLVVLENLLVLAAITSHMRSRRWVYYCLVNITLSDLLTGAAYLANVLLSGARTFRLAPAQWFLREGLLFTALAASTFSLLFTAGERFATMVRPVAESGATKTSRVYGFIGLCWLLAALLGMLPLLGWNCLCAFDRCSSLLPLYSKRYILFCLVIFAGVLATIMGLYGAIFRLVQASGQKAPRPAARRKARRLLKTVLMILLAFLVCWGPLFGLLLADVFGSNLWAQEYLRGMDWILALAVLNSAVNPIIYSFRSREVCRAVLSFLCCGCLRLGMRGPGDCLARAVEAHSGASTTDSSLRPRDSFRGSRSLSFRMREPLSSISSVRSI
S1P4 antagonist: S1P4 receptor antagonists, primary screen, cell-based; Sphingosine 1-phosphate receptor 4 (Homo sapiens), O95977; S1P4-expressing cells, antagonist mode, reporter read-out; inhibition, % at 4.98 µM; hit rate 0.26% among 220,000; in the data active = inhibition above about 29%;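 also: 0% = wells stimulated with agonist and 100% = vehicle wells without agonist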
eIF4E 4G PPI: eIF4E–eIF4G protein interaction inhibitors, primary screen, biochemical, uHTS, TR-FRET, eIF4GI fragment | Eukaryotic translation initiation factor 4E (Mus musculus) + Eukaryotic translation … | TR-FRET eIF4E-eIF4GI(517-606) binding, 2 h | inhibition, % at 21.7 µM | hit rate 0.37% among 220,000 | AID 782, 2007;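 active = inhibition above about 30%, limit read from the data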;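 also: 0% = full FRET control wells and 100% = background wells lacking eIF4GI fragment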
PGE2 EP2 inh: human EP2 receptor antagonists, primary screen, TR-FRET cAMP, C6 glioma cells. Prostaglandin E2 receptor EP2 subtype (Homo sapiens), P43116. C6 glioma cells expressing human EP2; cells stimulated with saturating PGE2. inhibition, % at 25 µM. hit rate 0.52% among 260,000;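 active = percent inhibition above 40 after rounding to a whole number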;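 also: rat C6 glioma host cells with rolipram phosphodiesterase inhibitor present; the protocol text gives 20 µM as final concentration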
NPY1 pot ag: NPY-Y1 receptor potentiators or agonists, primary screen, cell-based; Neuropeptide Y receptor type 1 (Homo sapiens), P25929; NPY-Y1 expressing cells, potentiator/agonist activation; activation, % at 3.6 µM; hit rate 0.37% among 220,000; in the data active = activation above about 33%, passing the limit was not always enough;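 also: cells stimulated with NPY at EC10 then isoproterenol at EC100; 0% = low agonist plus stimulus and 100% = saturating agonist plus stimulus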
Target sequence (P25929 whole entry, looked up): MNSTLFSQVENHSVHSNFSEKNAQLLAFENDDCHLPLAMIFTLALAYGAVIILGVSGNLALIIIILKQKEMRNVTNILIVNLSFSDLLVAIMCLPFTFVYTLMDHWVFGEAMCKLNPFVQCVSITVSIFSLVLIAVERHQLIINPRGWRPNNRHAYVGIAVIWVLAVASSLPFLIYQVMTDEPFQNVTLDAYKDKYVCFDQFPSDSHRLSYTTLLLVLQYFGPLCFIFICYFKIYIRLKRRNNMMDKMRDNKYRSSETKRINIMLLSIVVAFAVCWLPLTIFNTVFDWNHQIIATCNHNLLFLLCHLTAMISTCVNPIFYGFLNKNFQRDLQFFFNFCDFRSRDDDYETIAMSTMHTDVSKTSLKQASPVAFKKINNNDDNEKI
EP2 mod: EP2 receptor modulators, cAMP readout, primary screen, cell-based, HTRF cAMP, PGE2 stimulation; Prostaglandin E2 receptor EP2 subtype (Homo sapiens), P43116; EP2-expressing cells, cAMP HTRF FRET, PGE2 co-stimulation; induction, % at 25 µM; hit rate 0.83% among 260,000; AID 940, 2007;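 active = compounds whose cAMP rise, as percent of the full-agonist control response, exceeds 60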;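 also: rat C6 glioma line stably carrying human EP2 under a CMV promoter; the protocol text gives 20 µM as final concentration; 100% = response of wells given 1 µM PGE2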
NPY2 pot ag: NPY-Y2 potentiators or agonists, primary screen, cell-based; Neuropeptide Y receptor type 2 (Homo sapiens), P49146; cells expressing NPY-Y2, potentiator/agonist read-out; activation, % at 3.6 µM; hit rate 0.45% among 220,000; AID 1359, 2008; in the data active = activation above about 27%;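 also: cells stimulated with NPY near EC25 plus isoproterenol at EC100; 0% = vehicle plus submaximal agonist and 100% = vehicle plus saturating agonist; some results beyond the cut were filed as inactive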
NPY Y1 blocker: NPY-Y1 receptor antagonists, primary screen, cell-based; hit rate 1% among 200,000; inhibition, % at 3.6 µM; Neuropeptide Y receptor type 1 (Homo sapiens), P25929; HEK293-CNG Y1 cells, membrane potential fluorescence; NPY at EC95, then isoproterenol;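 active = inhibition above the campaign mean inhibition of all tested compounds plus 3 SD, cut at about 20% in these data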;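 also: 0% = DMSO wells given NPY plus isoproterenol and 100% = isoproterenol alone without NPY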
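Material: HEK293 Y1/CNG channel cell line; also added: NPY (25 nM), isoproterenol (1 µM), Ro 20-1724 (25 µM); doses: one concentration, 3.6 µM, in 0.4% DMSO; schedule: compound incubation 1 h at room temperature, readout 45 min post-stimulation; technique: membrane potential fluorescence; measure: fluorescence ratio normalized to % inhibition between controls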
The depositor's hits bear a star; . = no result given; [ ] = remark or other dose.

Short keys: A = p97 inhibitor; B = S1P4 agonist; C = S1P4 antagonist; D = eIF4E 4G PPI; E = PGE2 EP2 inh; F = NPY1 pot ag; G = EP2 mod; H = NPY2 pot ag; I = NPY Y1 blocker
c1ccc(COc2ccc(CN3CCN(c4ccccn4)CC3)cc2)cc1
  A = -7.1; B = -0.8; C = -2.6; D = -25.9; E = 26.3; F = 0.5; G = -10.9; H = -19.8; I = 8.8

CC(C)(C)c1ccc(C(=O)NCc2ccc(Cl)cc2)cc1
  A = -4.8; B = 0.3; C = -7.2; D = -18.9[fluorescence artefact?]; E = 6.0; F = -29.1; G = -13.6; H = -6.0; I = 7.1

O=C(Nc1nnc(-c2cccs2)o1)c1cc(-c2ccccc2)nc2ccccc12
  A = 9.6; B = 3.8; C = -5.8; D = -8.1[fluorescence artefact?]; E = 10.3; F = -31.5; G = 19.8; H = -3.1; I = 2.3

Cc1ccc2cc(CCNC(=O)c3ccc4c(c3)OCO4)c(=O)[nH]c2c1C
  A = -1.4; B = -0.5; C = -8.7; D = -1.6; E = 9.9; F = -11.1; G = -11.7; H = -17.3; I = 8.7

CN(C)c1ccc(-c2ccccc2)nn1
  A = -2.6; B = 0.1; C = -19.4; D = 2.7[fluorescence artefact?]; E = 13.7; F = -1.2; G = 13.9; H = 10.0; I = -2.2

CCS(=O)(=O)NCCc1cc2c(OC)ccc(OC)c2[nH]c1=O
  A = 6.0; B = -0.8; C = -4.4; D = 0.7; E = 11.4; F = 5.7; G = 25.5; H = 1.9; I = -0.3

Cc1cc(C)c[n+](-c2nc3ccccc3nc2[N-]S(=O)(=O)c2cccs2)c1
  A = 3.8; B = 0.6; C = -1.8; D = -1.5[fluorescence artefact?]; E = 2.1; F = -3.6; G = 6.3; H = 15.2; I = 2.8

CCOc1ccc2c(C)c(C(=O)O)oc2c1OCC
  A = 3.2; B = -2.2; C = -18.7; D = -2.5; E = 12.4; F = -33.0; G = 4.5; H = -9.8; I = 6.6

COc1ccc(NC(=O)C2CCCN(S(=O)(=O)c3c(C)n[nH]c3C)C2)cc1OC (stereo unspecified)
  A = 2.0; B = 0.1; C = 6.9; D = -0.2; E = 2.3; F = -18.4; G = -4.6; H = -12.7; I = 0.7

CCOC(=O)N1CCC(NS(=O)(=O)c2ccc3c(c2)OCC(=O)N3)CC1
  A = 6.5; B = -2.1; C = -2.8; D = 3.0; E = 0.0; F = -6.7; G = 7.4; H = 3.8; I = 4.4

COc1ccc2c(c1)-c1nc(/N=C/c3ccc(O)c(OC)c3)sc1CC2
  A = 1.0; B = 0.9; C = -13.7; D = -6.5; E = 22.3; F = -11.9; G = -21.2; H = 2.0; I = 6.8

CN(c1ccc(C(=O)Nc2cccc([N+](=O)[O-])c2)cc1)S(C)(=O)=O
  A = -2.3; B = -0.6; C = -17.2; D = -1.7; E = 2.7; F = -15.2; G = -24.4; H = -11.2; I = 5.9

O=C(NCCO)c1cc2ccccc2c(=O)s1
  A = 0.2; B = 2.1; C = 5.1; D = -9.6; E = 20.3; F = -22.0; G = -13.1; H = -7.5; I = -2.0

Cc1ccc(C(=O)NCc2nnc(SCC(=O)Nc3ccccc3)n2C)cc1
  A = 0.6; B = 1.5; C = -13.7; D = 1.9; E = 10.1; F = -27.4; G = 12.5; H = 0.4; I = 0.3

COc1ccc(OCCN2C(=O)c3ccccc3C2=O)cc1
  A = 3.2; B = 2.0; C = -7.9; D = -3.2; E = 7.4; F = -0.1; G = -35.6; H = -15.2; I = 5.1

COc1cccc(-c2nc(CS(=O)(=O)CC(=O)N3CCN(C)CC3)c(C)o2)c1
  A = -4.1; B = 0.6; C = -0.2; D = -0.5; E = 16.4; F = -7.0; G = 15.2; H = 2.9; I = -4.6

C/C(=N\NC(=O)Cc1cccn1C)c1ccc2ccccc2c1
  A = 3.5; B = -2.1; C = -6.3; D = 1.9; E = 29.6; F = 8.9; G = -8.3; H = -3.3; I = -6.6

Cc1ccc(NS(=O)(=O)c2ccc3c(c2)CCC(=O)N3)cc1C
  A = -3.3; B = -0.5; C = 9.2; D = 1.2; E = 2.3; F = -17.5; G = -32.5; H = -11.0; I = 2.9

NC(=O)COC(=O)c1ccc(Cl)c(S(=O)(=O)N2CCN(c3ccc(F)cc3)CC2)c1
  A = -7.2; B = -3.0; C = -8.4; D = 0.9; E = 14.0; F = 10.1; G = -81.7; H = -0.3; I = -5.6

Cc1nc(N)sc1C(=O)N/N=C/c1c[nH]c2ccccc12
  A = 12.7; B = -1.4; C = 14.5; D = -5.0[fluorescence artefact?]; E = 9.7; F = 31.7; G = -34.1; H = 3.2; I = 3.2

O=C(Cn1cc(C(F)(F)F)cc(Cl)c1=O)NCCc1ccc(Cl)cc1Cl
  A = 4.6; B = 0.2; C = -17.1; D = -3.4; E = 8.2; F = 15.7; G = -6.4; H = 19.1; I = .

CCn1c(SCC(=O)N2c3ccccc3Sc3ccc(Cl)cc32)nc2c1c(=O)n(C)c(=O)n2C
  A = 2.7; B = 0.6; C = -8.3; D = .; E = .; F = 2.3; G = .; H = 5.0; I = 2.6

O=C(O)C1C(c2ccccc2)C(C(=O)OCCCO)C1c1ccccc1 (stereo unspecified)
  A = 3.8; B = 0.2; C = -11.9; D = 1.8; E = 6.8; F = 28.7; G = 27.7; H = -9.4; I = 0.3

COc1ccc(C(=O)Nc2ccc(C(=O)OCC(=O)c3cccc4ccccc34)cc2)cc1
  A = 5.4; B = -0.6; C = -24.1; D = 5.1; E = 5.4; F = -2.5; G = 20.2; H = 12.1; I = 11.4

Cc1cccc(C(=O)NC(=S)Nc2ccc(N3CCOCC3)cc2)c1
  A = -1.1; B = 0.9; C = -2.1; D = -4.5; E = 9.7; F = 3.4; G = -95.1; H = 11.4; I = -2.2

Some values from above:
For PGE2 EP2 inh, Cc1nc(N)sc1C(=O)N/N=C/c1c[nH]c2ccccc12 is listed with 9.7
For eIF4E 4G PPI, CC(C)(C)c1ccc(C(=O)NCc2ccc(Cl)cc2)cc1 is listed with -18.9[fluorescence artefact?]
For p97 inhibitor, CN(c1ccc(C(=O)Nc2cccc([N+](=O)[O-])c2)cc1)S(C)(=O)=O is listed with -2.3
For PGE2 EP2 inh, Cc1cc(C)c[n+](-c2nc3ccccc3nc2[N-]S(=O)(=O)c2cccs2)c1 is listed with 2.1
For NPY1 pot ag, c1ccc(COc2ccc(CN3CCN(c4ccccn4)CC3)cc2)cc1 is listed with 0.5

Record cards, from the list above:
O=C(Cn1cc(C(F)(F)F)cc(Cl)c1=O)NCCc1ccc(Cl)cc1Cl is entered as p97 inhibitor: 4.6; S1P4 agonist: 0.2; S1P4 antagonist: -17.1; eIF4E 4G PPI: -3.4; PGE2 EP2 inh: 8.2; NPY1 pot ag: 15.7; EP2 mod: -6.4; NPY2 pot ag: 19.1; NPY Y1 blocker: .
Cc1ccc(C(=O)NCc2nnc(SCC(=O)Nc3ccccc3)n2C)cc1 is entered as p97 inhibitor: 0.6; S1P4 agonist: 1.5; S1P4 antagonist: -13.7; eIF4E 4G PPI: 1.9; PGE2 EP2 inh: 10.1; NPY1 pot ag: -27.4; EP2 mod: 12.5; NPY2 pot ag: 0.4; NPY Y1 blocker: 0.3

More compounds follow.
Every second line gives: p97 inhibitor	S1P4 agonist	S1P4 antagonist	eIF4E 4G PPI	PGE2 EP2 inh	NPY1 pot ag	EP2 mod	NPY2 pot ag	NPY Y1 blocker
> COCCCNC(=O)CN(c1ccc(OC)cc1)S(=O)(=O)c1ccc(NC(C)=O)cc1
 : 5.9	1.6	0.8	-15.3	7.8	2.0	2.9	11.7	-5.6
> Cc1nc(SCC(=O)Nc2c(C)n(C)n(-c3ccccc3)c2=O)[nH]c(=O)c1Cc1ccccc1
 : 1.1	0.1	-23.4	-5.1[fluorescence artefact?]	7.9	5.1	11.7	-20.0	3.8
> Cc1nc(NCCc2ccc(S(N)(=O)=O)cc2)c2c(C)c(C)sc2n1
 : -0.5	1.3	-11.9	-2.6	16.0	-17.9	-3.4	-16.8	0.8
> NC(=O)CSc1nnc(CCc2nc3ccccc3[nH]2)n1-c1ccccc1
 : 3.5	0.2	-8.0	.	.	-1.1	.	6.5	1.2

Some of the compounds tested. The share of hits here may be higher or lower than overall.
